Screens deposited in PubChem by several laboratories.
PvdQ inh: P. aeruginosa PvdQ acylase inhibitors, primary screen, biochemical, fluorescence, plate reader and imaging, single point; 340,000 compounds, 0.063% hits; inhibition, % at 10 µM; purified PvdQ acylase; AID 488965, 2010; in the data active = inhibition above about 30%, passing the limit was not always enough;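 note: 0% = vehicle neutral wells and 100% = reference inhibitor wells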
DAGLB inh: DAGLB lipase inhibitors, primary screen, biochemical, fluorescence, HTS; AID 504411, 2011; 340,000 compounds, 0.059% hits; inhibition, % at 5.17 µM; HEK293T DAGLB membrane lysate, EnzChek fluorogenic substrate; Diacylglycerol lipase-beta (Homo sapiens), Q8NCG7; in the data active = inhibition above about 34%;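 note: 0% = enzyme with vehicle and 100% = wells lacking enzyme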
Arr AP2 block: inhibitors of beta-arrestin/AP2 binding, primary screen, biochemical, GPCR trafficking, flow cytometry. inhibition, % at 10 µM. 340,000 compounds, 0.31% hits. FITC-arrestin peptide / GST-AP2 beads; AP2 beta2 appendage carries R879A mutation;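 active = inhibition above a set limit, near 3 SD of compounds lacking own fluorescence, cut at about 54% in these data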;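 note: plate controls were DMSO wells for no effect and 5 µM unlabelled arrestin peptide for full effect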
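Material – AP2 appendage R879A on GSH beads · Buffer or medium – PBS with 0.05% Tween 20 and 0.1% BSA · Probe or stimulus – fluorescein-tagged arrestin peptide at 50 nM final · Incubation – compound with beads 12 min RT, then probe 1 h RT · Detection – high-throughput flow cytometry of beads, ex 488, em 535 nm · Evaluation – percent response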
NSD2 inh: NSD2 histone methyltransferase inhibitors, primary screen, biochemical, AlphaScreen, single concentration, set 2; Histone-lysine N-methyltransferase NSD2 (Homo sapiens), O96028; NSD2 peptide methylation, 120 min; inhibition, % at 12.5 µM; 310,000 compounds, 0.54% hits; AID 743445, 2014; in the data active = inhibition above about 50%
Keap1 Nrf2 FP: Keap1-Nrf2 protein-protein interaction inhibitors, primary screen, biochemical, fluorescence polarization, single point; Keap1 Kelch-Nrf2 peptide fluorescence polarization, 1536-well; inhibition, % at 9.4 µM; 340,000 compounds, 0.15% hits; AID 504523, 2011; in the data active = inhibition above about 12%;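 note: human Keap1 Kelch domain with fluorescein labeled Nrf2 9mer peptide probe; 0% = neutral control wells and 100% = peptide positive control; higher means more block of Keap1 binding to Nrf2 peptide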
Target sequence (Q14145 whole entry, looked up, the tested form may be a part): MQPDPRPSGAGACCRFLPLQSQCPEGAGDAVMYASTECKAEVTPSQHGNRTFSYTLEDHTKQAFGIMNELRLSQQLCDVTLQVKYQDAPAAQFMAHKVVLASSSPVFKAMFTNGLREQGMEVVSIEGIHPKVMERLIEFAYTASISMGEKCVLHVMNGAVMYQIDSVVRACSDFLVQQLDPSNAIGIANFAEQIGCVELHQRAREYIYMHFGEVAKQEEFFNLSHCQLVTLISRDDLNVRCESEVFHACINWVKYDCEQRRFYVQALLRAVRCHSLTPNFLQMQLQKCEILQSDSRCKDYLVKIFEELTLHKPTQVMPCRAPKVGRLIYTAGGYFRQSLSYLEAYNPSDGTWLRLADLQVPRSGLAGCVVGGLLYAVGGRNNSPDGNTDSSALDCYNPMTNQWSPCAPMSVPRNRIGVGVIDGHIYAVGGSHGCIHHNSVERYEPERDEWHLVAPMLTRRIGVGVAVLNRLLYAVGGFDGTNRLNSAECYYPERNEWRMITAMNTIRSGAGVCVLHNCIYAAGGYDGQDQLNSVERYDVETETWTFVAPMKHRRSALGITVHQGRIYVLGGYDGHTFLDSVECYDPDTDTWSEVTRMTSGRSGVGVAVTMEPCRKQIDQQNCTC
LANA DNA inh: inhibitors of KSHV C-LANA binding to DNA, primary screen, biochemical, fluorescence polarization, FAM-LBS DNA, MBP-C-LANA, single point; Kaposi's sarcoma herpesvirus LANA C-terminal domain (residues 932-1162) DNA binding; inhibition, % at 9 µM; 340,000 compounds, 0.078% hits; AID 504423, 2011;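 active = highest replicate inhibition at or above 60% at 9 µM, even if other replicates fall short; inactive = all replicates below 60% inhibition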;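 note: 0% = neutral control wells and 100% = 4 µM acridine orange control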
PKA-R2B activ: activators of PKA-R2B holoenzyme, primary screen, biochemical, fluorescence polarization, Cy5-IP20, human. activation, % at 11.4 µM. PKA-R2B holoenzyme dissociation; R2B truncated from residue 108, S112A mutant; 0% DMSO only, 100% 113 µM cGMP. 340,000 compounds, 0.079% hits;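 active = activation above a cutoff set at the mean over all compounds plus 3 SD, cut at about 18% in these data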;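 note: higher means more holoenzyme dissociation and a rise in polarization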
SR-BI DiI-HDL act: activators of SR-BI mediated DiI-HDL uptake, primary screen, ldlA[mSR-BI] CHO cells, DiI fluorescence; AID 504775, 2011; activation, % at 12.5 µM; 320,000 compounds, 0.096% hits; 3 h; 100 = double the neutral-control signal;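 active = mean replicate activation of at least 60% and every replicate at or above 60%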;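 note: 0% = median plate neutral-control signal and 100% = twice that signal; values of inactives mirror those of a sister screen read the other way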
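System: LDL receptor-deficient CHO ldlA cells overexpressing murine SR-BI | Timing: 3 h uptake period with compound, 37 °C | Medium: HEPES-buffered (25 mM, pH 7.4) F12 plus 0.5% BSA | Dosing: Single-point compound dose | Signal: Bottom-read fluorescence, 550/595 nm | Read-out: Retained DiI signal reflecting DiI-HDL uptake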
RTF Ca sens inh: cardiac RTF calcium sensitivity inhibitors, primary screen, biochemical, IANBD-TnC fluorescence, EC70 calcium. Troponin I, cardiac muscle (Homo sapiens) + Troponin T, cardiac muscle (Homo sapiens) + …. IANBD-labeled cardiac RTF, Ca2+ fluorescence. inhibition, % at 7.15 µM. 340,000 compounds, 0.12% hits. AID 493244, 2011;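 active = inhibition above the mean inhibition of all tested compounds plus 3 SD, cut at about 17% in these data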;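 note: assay run at fixed EC70 calcium of 1.6 mM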
SR-BI DiI inh: inhibitors of SR-BI mediated HDL lipid uptake, primary screen, ldlA[mSR-BI] cells, fluorescence, single point | Scavenger receptor class B member 1 (Mus musculus), Q61009 | ldlA[mSR-BI] CHO cells, DiI-HDL uptake fluorescence, 3 h | inhibition, % at 12.5 µM | 320,000 compounds, 0.96% hits;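 active = mean replicate inhibition of at least 70% and a set share of replicates each scoring 70 or more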;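 note: 0% = median of neutral control wells and 100% = median of positive control wells; values of inactives mirror those of a sister screen read the other way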
Target sequence (Q61009 whole entry, looked up): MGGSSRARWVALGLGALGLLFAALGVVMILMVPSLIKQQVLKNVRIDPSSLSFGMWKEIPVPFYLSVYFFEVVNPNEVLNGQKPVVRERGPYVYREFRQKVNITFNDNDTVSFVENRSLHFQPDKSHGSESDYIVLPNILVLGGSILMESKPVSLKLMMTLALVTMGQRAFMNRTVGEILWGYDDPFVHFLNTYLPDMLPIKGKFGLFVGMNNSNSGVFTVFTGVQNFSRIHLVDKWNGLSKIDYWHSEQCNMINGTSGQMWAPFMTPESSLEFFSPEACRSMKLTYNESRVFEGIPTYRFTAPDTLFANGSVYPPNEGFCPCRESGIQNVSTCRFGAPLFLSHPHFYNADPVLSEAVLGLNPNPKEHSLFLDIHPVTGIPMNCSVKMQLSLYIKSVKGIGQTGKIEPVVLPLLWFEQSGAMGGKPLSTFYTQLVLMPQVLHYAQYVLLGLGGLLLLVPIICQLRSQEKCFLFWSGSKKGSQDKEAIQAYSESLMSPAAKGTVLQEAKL
The depositor's hits bear a star; / = not tested or not shown.

Preview, 11 compounds:
PvdQ inh | DAGLB inh | Arr AP2 block | NSD2 inh | Keap1 Nrf2 FP | LANA DNA inh | PKA-R2B activ | SR-BI DiI-HDL act | RTF Ca sens inh | SR-BI DiI inh | smiles
12 | 1 | 27 | 1 | 2 | 0.7 | -7 | -4 | -8 | 4 | C=CCN(c1ccccc1)S(=O)(=O)c1cccc(C(=O)NCC(c2cccs2)N2CCOCC2)c1 (centres undefined)
-14 | 0 | -1 | -2 | / | / | -7 | -45 | -4 | 45 | Cc1ccc2nc(-c3ccccc3)cc(C(=O)NNC(=O)c3csc(N4CCOCC4)n3)c2c1
-9 | -9 | 3 | -2 | -2 | 7.3 | 8 | / | -21 | / | COC(=O)c1sc2nc(CSc3ccc(Br)cc3)[nH]c(=O)c2c1C
29 | 1 | 4 | 2 | -5 | 0.8 | 4 | 18 | -6 | -18 | COc1ccc(NC(=O)Cn2c(CCC(=O)O)ccc2-c2ccc(C)cc2)cc1
-6 | -2 | -7 | -15 | -4 | -1.4 | 8 | 2 | -5 | -2 | CCSc1nnc(NC(=O)c2csc3c2CCCC3)s1
-7 | 1 | -5 | -1 | -4 | -0.3 | 0 | 18 | -4 | -18 | O=C(Nc1ccccc1)c1ccccc1OCC(O)CN1C(=O)c2ccccc2S1(=O)=O (centres undefined)
4 | -1 | -1 | -3 | 1 | -1.7 | -18 | 15 | -3 | -15 | CCS(=O)(=O)N1CCC(NC(=O)C2CCCCC2)CC1
-3 | 0 | 10 | -1 | -5 | 0.6 | -11 | 1 | -2 | -1 | O=C(CN1C(=O)c2ccccc2C1=O)NC1(C(=O)O)CCCC1
5 | -6 | 10 | 4 | -5 | -1.2 | -2 | -16 | 4 | 16 | COc1ccccc1/C=N\NC(=O)c1ccc(COc2ccc(C)c(C)c2)o1
-16 | 1 | -4 | 2 | -1 | 0.5 | 2 | -8 | 5 | 8 | CC(C(=O)NCc1cccs1)n1cccc1 (centres undefined)
-17 | 1 | -15 | 0 | -5 | 0.2 | -11 | -3 | -3 | 3 | CC(C)c1ccc(S(=O)(=O)c2cnc(=S)[nH]c2N)cc1

The list itself, from the start:
PvdQ inh | DAGLB inh | Arr AP2 block | NSD2 inh | Keap1 Nrf2 FP | LANA DNA inh | PKA-R2B activ | SR-BI DiI-HDL act | RTF Ca sens inh | SR-BI DiI inh | smiles
12 | 1 | 27 | 1 | 2 | 0.7 | -7 | -4 | -8 | 4 | C=CCN(c1ccccc1)S(=O)(=O)c1cccc(C(=O)NCC(c2cccs2)N2CCOCC2)c1 (centres undefined)
-14 | 0 | -1 | -2 | / | / | -7 | -45 | -4 | 45 | Cc1ccc2nc(-c3ccccc3)cc(C(=O)NNC(=O)c3csc(N4CCOCC4)n3)c2c1
-9 | -9 | 3 | -2 | -2 | 7.3 | 8 | / | -21 | / | COC(=O)c1sc2nc(CSc3ccc(Br)cc3)[nH]c(=O)c2c1C
29 | 1 | 4 | 2 | -5 | 0.8 | 4 | 18 | -6 | -18 | COc1ccc(NC(=O)Cn2c(CCC(=O)O)ccc2-c2ccc(C)cc2)cc1
-6 | -2 | -7 | -15 | -4 | -1.4 | 8 | 2 | -5 | -2 | CCSc1nnc(NC(=O)c2csc3c2CCCC3)s1
-7 | 1 | -5 | -1 | -4 | -0.3 | 0 | 18 | -4 | -18 | O=C(Nc1ccccc1)c1ccccc1OCC(O)CN1C(=O)c2ccccc2S1(=O)=O (centres undefined)
4 | -1 | -1 | -3 | 1 | -1.7 | -18 | 15 | -3 | -15 | CCS(=O)(=O)N1CCC(NC(=O)C2CCCCC2)CC1
-3 | 0 | 10 | -1 | -5 | 0.6 | -11 | 1 | -2 | -1 | O=C(CN1C(=O)c2ccccc2C1=O)NC1(C(=O)O)CCCC1
5 | -6 | 10 | 4 | -5 | -1.2 | -2 | -16 | 4 | 16 | COc1ccccc1/C=N\NC(=O)c1ccc(COc2ccc(C)c(C)c2)o1
-16 | 1 | -4 | 2 | -1 | 0.5 | 2 | -8 | 5 | 8 | CC(C(=O)NCc1cccs1)n1cccc1 (centres undefined)
-17 | 1 | -15 | 0 | -5 | 0.2 | -11 | -3 | -3 | 3 | CC(C)c1ccc(S(=O)(=O)c2cnc(=S)[nH]c2N)cc1
-13 | -1 | 3 | 0 | -3 | -1.3 | -5 | 4 | -5 | -4 | O=C(CSCc1ccccc1Cl)NNC(=O)c1ccccc1
-17 | 0 | -10 | -1 | -5 | 2.3 | 5 | -19 | -5 | 19 | Cc1ccc(N2C(=O)CC(N3CCN(c4ccc(F)cc4)CC3)C2=O)c(C)c1 (centres undefined)
-2 | 20 | -2 | 26 | 1 | 3.9 | -9 | -26 | -6 | 26 | O=C(/C=C/c1ccc(N2CCCCC2)c([N+](=O)[O-])c1)c1ccc(O)cc1
-13 | 1 | -4 | / | 0 | 0.7 | -12 | -11 | 3 | 11 | O=C(N/N=C/c1ccc(O)cc1)/C(=C/c1ccc([N+](=O)[O-])cc1)NC(=O)c1ccccc1
1 | 0 | 19 | / | 2 | 3.5 | -4 | 5 | -9 | -5 | COc1ccc(C)cc1NC(=O)c1cnc2scc(C)n2c1=O
-2 | 3 | -12 | 2 | -1 | -0.7 | -3 | 18 | 4 | -18 | COc1ccc(N2CCN(C(=O)c3ccc4c(c3)CCN4S(=O)(=O)c3ccccc3)CC2)cc1
-8 | -4 | 4 | / | 0 | 0.0 | 7 | -19 | -5 | 19 | O=C(NCc1ccccc1)c1cccc(NC(=O)C2CCC2)c1
-4 | -3 | 4 | 20 | -1 | -1.8 | 2 | -1 | -9 | 1 | Cc1ccc(C(=O)N(C)CC(=O)Nc2ccc(Cl)c(C(F)(F)F)c2)cc1S(=O)(=O)N1CCCCC1
-23 | -1 | 9 | -3 | -3 | 1.4 | -9 | 0 | -6 | 0 | Cn1c(SCC2CCCO2)nnc1-c1cccc([N+](=O)[O-])c1 (centres undefined)
-16 | -2 | -17 | -4 | -9 | 0.7 | -5 | -4 | 7 | 4 | CC(C)C(=O)NCc1cc(-c2ccc(Cl)cc2)no1
23 | 7 | -4 | 1 | -5 | 0.1 | -3 | -67 | 9 | 67 | O=C(N/N=C/C=C\c1ccccc1[N+](=O)[O-])c1cc(-c2ccc3ccccc3c2)n[nH]1
-5 | -3 | 15 | / | 3 | 1.7 | -9 | 12 | -10 | -12 | CN(Cc1ccccc1)C(=O)c1[nH]cnc1C(=O)N[C@@H](CCCCNC(=O)OC(C)(C)C)C(=O)OC(C)(C)C
-2 | -2 | -7 | 2 | -3 | -1.2 | -12 | 1 | 0 | -1 | COC(=O)Nc1ccc(S(=O)(=O)N2CCC(C(=O)N3CCC(C)CC3)CC2)cc1
-2 | 0 | 33 | -1 | 2 | 1.8 | 8 | -2 | 7 | 2 | CCCCc1nnc(NC(=O)CSc2nc(N)cc(=O)[nH]2)s1
-23 | 3 | 38 | / | 4 | -0.7 | -1 | -3 | -5 | 3 | Nc1ccc(-c2nc3ccc(N)cc3o2)cc1
-10 | -7 | -6 | -1 | -5 | -0.6 | -9 | -36 | -16 | 36 | CN(c1ccc(OCC(=O)NCCc2ccccc2)cc1)S(=O)(=O)c1ccc(Cl)cc1
-8 | -9 | 2 | 1 | -2 | -0.3 | 14 | -36 | -12 | 36 | O=C(Nc1ccccc1N1CCCC1)c1cccc(-c2cc3ccccc3oc2=O)c1
-9 | 2 | -8 | 9 | 1 | -3.8 | 4 | 0 | -3 | 0 | Cc1cc(OC(=O)c2ccc(Cl)cc2Cl)nc(C)n1
3 | 2 | -4 | 1 | 0 | -2.4 | -6 | -67 | -3 | 67 | Nc1ccc(C(=O)N/N=C\C=C\c2ccc([N+](=O)[O-])cc2)cc1
-10 | 0 | 14 | 0 | -4 | -0.7 | -9 | 8 | -2 | -8 | Cc1cccc2cc(CN(Cc3ccco3)C(=O)c3ccncc3)c(=O)[nH]c12
6 | -2 | 12 | -2 | -1 | 0.2 | 4 | -3 | -6 | 3 | COc1ccc(C(=O)NN=C2CCCC2)c(OC)c1
10 | 0 | 10 | 0 | -8 | -9.0 | -1 | 9 | -4 | -9 | CCOC(=O)C(=O)/C(=C\N(C)C)c1onc(-c2ccccc2)c1C(=O)OC
18 | 1 | 32 | -3 | -4 | -4.5 | -2 | 14 | -6 | -14 | CCNC(=O)c1cccc(NC(=O)CC2SC(N3CCCCC3)=NC2=O)c1 (centres undefined)
11 | 0 | 30 | 16 | -2 | 0.6 | -12 | 28 | -6 | -28 | O=C(NCc1ccccc1)c1cccc(S(=O)(=O)NCc2ccccc2)c1
-8 | -1 | -4 | 0 | -4 | 0.0 | 2 | -69 | -1 | 69 | Cc1ccc(C)c(NC(=O)COC(=O)c2cccc3c2C(=O)c2ccccc2C3=O)c1
-13 | -1 | -5 | 4 | -4 | -2.9 | -1 | 18 | -16 | -18 | CCCCCn1c(=O)[nH]c2cc(C(=O)N3CCN(CC)CC3)ccc2c1=O
15 | -2 | -51 | 0 | -3 | 0.8 | 8 | 5 | -3 | -5 | CCCOC(=O)C1=C(C)NC(=O)NC1c1cccc2ccccc12 (centres undefined)
15 | 1 | 20 | 1 | 2 | -2.1 | -3 | -14 | -4 | 14 | O=C(CCc1ccccc1)Nc1ccc(NC(=O)c2ccco2)cc1
-17 | 0 | 6 | -5 | -2 | -0.7 | -2 | 12 | -6 | -12 | CN1CCn2c1nc(N1CCCCC1)nc2=O
-17 | 2 | 7 | 1 | -13 | -3.3 | 0 | / | 1 | / | COc1ccc(C(=O)/C=C2/C(=O)Nc3ccccc32)c(OC)c1
17 | 0 | -9 | / | -5 | 0.7 | -1 | 5 | 3 | -5 | CCOc1ccccc1NC(=O)c1cccc(NC2=NC3CS(=O)(=O)CC3S2)c1 (centres undefined)
-13 | 4 | 3 | 3 | 5 | 0.6 | 4 | -1 | -3 | 1 | COc1ccc2[nH]c(=O)c(CNc3ccccc3OC)cc2c1
-11 | 3 | -1 | -1 | -3 | 0.7 | 1 | 22 | -3 | -22 | COc1ccc(-c2n(CC(=O)OC3CC(C)CCC3C(C)C)c3ccccc3[n+]2C)cc1 (centres undefined)
